GPR35 antagonists: GPR35 antagonists blocking zaprinast-driven arrestin recruitment, primary screen, imaging, U2OS, beta-arrestin-GFP, zaprinast agonist (AID 2058); U2OS GPR35 beta-arrestin-GFP translocation imaging, zaprinast antagonism; higher % means a stronger effect; inhibition, % at 10 µM; hits with a dose series show IC50 in µM; 0.052% of 290,000 active;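 active means inhibition of at least 50% with at least 30 cells and total cytoplasm GFP at most 10,000,000; inconclusive means under 30 cells or total GFP of 10,000,000 plus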
KOR beta-arrestin-1: KOR antagonists, beta-arrestin recruitment, cell-based, luminescence, uHTS (AID 1778) | one-dose inhibition, % at 10 µM; IC50 in µM for titrated hits | KOR beta-arrestin recruitment, luminescence, antagonist mode; higher % means a stronger effect | 0.091% of 290,000 active; in the data active means inhibition above about 50%; further: strong numbers were not always called active
NS5 inhibitors: flavivirus cap methylation enzyme inhibition – biochemical, confirmation dose response, primary screen (AID 588689); 0.3% of 340,000 active; Dengue-2 NS5 methyltransferase capping enzyme assay, biochemical; higher % means a stronger effect; inhibition, % at 25 µM, or IC50 in µM where a hit was titrated; in the data active means a potency from the dose series; inconclusive means inhibition above about 29% without an active follow-up result
KOR beta-arrestin-2: kappa opioid receptor activators – cell-based, luminescence, uHTS, primary screen (AID 1777). 0.02% of 280,000 active. KOR beta-arrestin recruitment, luminescence; higher % means a stronger effect. activation, % at 10 µM, or EC50 in µM where a hit was titrated; in the data active means activation above about 50%, passing the limit was not always enough; further: a part of the inactive calls stands beside numbers as strong as those of hits
GPR55 LPI antagonism: GPR55 antagonists blocking LPI-driven arrestin recruitment, primary screen, imaging, U2OS, beta-arrestin-GFP, LPI agonist (AID 2013); 0.13% of 290,000 active; inhibition, % at 10 µM; hits with a dose series show IC50 in µM; U2OS GPR55 beta-arrestin-GFP translocation imaging, LPI antagonism; higher % means a stronger effect;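 active means spots per cell inhibited over 60%, with over 100 cells counted and total cytoplasm intensity under 500,000; inconclusive means wells with under 100 cells, flagged as likely toxic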;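 further: U2OS cells stably carrying GPR55 and arrestin-GFP stimulated by 5 µM LPI near EC80; imaged beta-arrestin-GFP aggregate spots per cell after agonist stimulation; plate controls were LPI-stimulated DMSO wells for no effect and DMSO wells without LPI for full effect; some results filed as inactive read as strong as hits; confirmed hits need IC50 under 10 µM and bright autofluorescent wells are also inconclusive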
NOD1 inhibition: NOD1 signaling inhibitors, primary screen, cell-based, luminescence, uHTS (AID 1578); NOD1-driven NF-kB luciferase reporter cells, luminescence; higher % means a stronger effect; 1% of 290,000 active; one-dose inhibition, % at 4 µM; EC50 in µM for titrated hits; in the data active means inhibition mostly above about 36%, no sharp cut-off; inactive means mostly below about 34%;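 further: HEK-293T reporter cells stimulated with the NOD1 agonist gamma-tri-DAP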
GPR55 beta-arrestin: GPR55 agonists via beta-arrestin recruitment, primary screen, imaging, U2OS cells, beta-arrestin-GFP redistribution (AID 1961); U2OS GPR55 beta-arrestin-GFP redistribution imaging; higher % means a stronger effect; activation, % at 10 µM, or EC50 in µM where a hit was titrated; 0.048% of 290,000 active;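 active means activation above 40% with more than 50 cells counted in the well; inconclusive means wells holding fewer than 50 cells, flagged as toxic or sparse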;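 further: U2OS osteosarcoma cells stably expressing GPR55 and beta-arrestin-GFP; plate controls were DMSO negative control for no effect and LPI positive control for full effect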
West Nile antiviral: inhibition of WNV-induced cytopathic effect – cell-based, CPE readout (AID 1621); CPE inhibition, % at 10 µM, or IC50 in µM where a hit was titrated; 0.02% of 290,000 active; West Nile virus-infected cells, CPE inhibition; higher % means a stronger effect; in the data active means a potency from the dose series; inconclusive means CPE inhibition mostly from about 3.7% at the one dose, without a potency; inactive means the rest, 99 in 100 with CPE inhibition below about 2.2%; further: strong numbers were not always called active
HIV peptide binding: cell-free HIV fusion peptide-binding blockers – biochemical, uHTS, fluorescence dequenching, primary screen (AID 1986); cell-free peptide binding, fluorescence dequenching, 30 min; higher % means a stronger effect; inhibition, % at 20 µM, or IC50 in µM where a hit was titrated; 0.3% of 290,000 active; in the data active means inhibition mostly above about 52%, no sharp cut-off; inactive means mostly below about 76%; further: some results filed as inactive read as strong as hits
NS5 inhibitors pilot replicate: second read-out of NS5 inhibitors, no call of its own (marks repeat the call); inhibition, %; measured here: pilot screen replicate inhibition
* marks the source's active call; other numbers are inactive results; ? = inconclusive; · = no result given; [ ] = another dose, or the depositor's remark. A portion of the library; rates above refer to the full screens.

SMILES	GPR35 antagonists	KOR beta-arrestin-1	NS5 inhibitors	KOR beta-arrestin-2	GPR55 LPI antagonism	NOD1 inhibition	GPR55 beta-arrestin	West Nile antiviral	HIV peptide binding	others
CN(C)c1cccc(C(=O)NCC2CCCO2)c1 (centres undefined)	7%	17%	3%	-2.3%	2%	-8%	-0.1%	1.2%	-1.9%
COc1ccc(-c2cc(=O)oc3cc(OCC(=O)c4cccc([N+](=O)[O-])c4)ccc23)cc1	3%	6%	·	-3.9%	7%	6%	0.6%	-0.4%	-0.4%
COc1ccc2c(=O)c3c(=O)n(Cc4ccco4)c(-c4cc(OC)c(OC)c(OC)c4)nc3oc2c1	-17%	-13%	-5%	7.7%	-1%	-26%	0.5%	0.4%	20%	NS5 inhibitors pilot replicate=-4.9
Cc1cccc(OCCC(=O)Nc2ccc(F)c(F)c2)c1	8%	0%	0%	-0.6%	3%	-33%	-0.8%	-0.4%	1.6%
Cc1ccccc1NC(=O)c1nnn(-c2ccc3c(c2)OCCO3)c1N	-9%	-8%	4%	3.1%	-7%	-1%	-0.2%	0.0%	1.5%
Cc1ccc(C(=O)CSc2ccccn2)cc1	-14%	12%	-6%	-6.0%	8%	-33%	0.9%	-0.1%	2.2%
O=C(NCC1CCN(Cc2ccccc2F)CC1)Nc1cc(F)ccc1F	16%	18%	1%	1.8%	4%	-5%	0.0%	-1.9%	-0.4%
CC1(C)NC(=O)N(CC(=O)N2CCC(Cc3ccccc3)CC2)C1=O	2%	-1%	-9%	-0.7%	22%	11%	0.0%	-0.4%	-1.2%
Cc1ccc(CNC(=O)CSc2nc3ccsc3c(=O)n2NC(=O)c2ccccc2)cc1	18%	23%	3%	1.0%	3%	7%	-0.1%	-0.1%	-3.1%	NS5 inhibitors pilot replicate=-2.4
O=C(NC1CCCCC1)C(c1ccncc1)N(C(=O)Cc1cccs1)c1ccccc1 (centres undefined)	9%	-29%[20 µM]	-2%	·	16%	-17%	-0.1%	-0.6%	1.9%
COCCn1nnnc1C1(N(Cc2cc3cc(C)ccc3[nH]c2=O)CC2CCCO2)CCN(C)CC1 (centres undefined)	-12%	14%	-7%	-3.4%	2%	3%	0.2%	·	-0.7%
CCOC(=O)c1[nH]c(C)c(C(=O)c2cc(F)ccc2F)c1C	18%	-126%	1%	6.1%	-23%	-41%	-0.1%	·	1.3%
CCOC(=O)c1ccc(NC(=O)COc2ccc(S(=O)(=O)N3CCCC3)cc2)cc1	13%	28%	-3%	-8.6%	12%	4%	-0.1%	-0.2%	-0.6%
COc1ccc(Cl)cc1C(=O)Nc1ccccc1N1CCN(C)CC1	6%	-10%	-10%	-3.5%	32%	-36%	1.5%	?	-2.3%
COC(=O)Cn1c(N2CCCC2)nc2c1c(=O)n(C)c(=O)n2C	24%	-15%[20 µM]	3%	-4.2%	11%	-8%	-0.1%	-0.2%	-1.0%	NS5 inhibitors pilot replicate=-2.2
Cc1ccc(OS(=O)(=O)c2cn(C)c(=O)n(C)c2=O)cc1C	-8%	-8%[20 µM]	-1%	-3.9%	-2%	-23%	-0.1%	0.9%	-0.7%
Cc1ccc(-c2nc(SCC(=O)Nc3cc(C)on3)c3c(=O)n(C)c(=O)n(C)c3n2)cc1	-17%	-30%	-6%	7.2%	-5%	-15%	-0.1%	0.3%	0.2%
O/N=C/c1ccnc(SCc2ccccc2)n1	-2%	11%	-2%	0.4%	5%	0%	0.4%	0.6%	2.1%
CC1CN(C(=O)Nc2ccc(F)cc2)C2(CCCCCC2)O1 (centres undefined)	12%	5%	-9%	0.0%	8%	-13%	-0.4%	0.3%	-1.0%
N#CCCN(Cc1ccccc1)C(=O)Nc1ccc2c(c1)CCO2	2%	37%	2%	5.3%	9%	5%	-0.2%	-0.2%	-1.8%
O=C(Nc1ccon1)c1cnc2sccn2c1=O	-22%	-26%	-4%	5.9%	5%	-44%	0.0%	0.4%	0.4%
Cc1nnc2n1N=C(c1ccc3c(c1)NC(=O)CO3)CS2	-6%	10%	·	·	-9%	-2%	-0.3%	0.0%	-2.6%
Cc1cc(C)c(OCCN2CC(C)OC(C)C2)c(Br)c1 (centres undefined)	4%	-21%[20 µM]	2%	-2.4%	8%	-19%	-0.1%	-0.8%	-0.7%
S=C1SCN(Cc2cccnc2)CN1Cc1ccccc1	-1%	3%	-2%	-2.9%	10%	-16%	-0.6%	-0.4%	-1.4%
CC(C)CNC(=O)COC(=O)c1cncc(Br)c1	0%	14%	-2%	-3.1%	15%	3%	0.2%	-0.4%	2.6%
O=C(O)c1ccc(-n2cccn2)nc1	-21%	-58%[20 µM]	7%	3.9%	8%	-18%	-0.1%	0.2%	1.3%
COc1cccc(-c2ccc(=O)n(CC(=O)NCCN3CCOCC3)n2)c1	1%	-4%	-3%	-4.4%	0%	-31%	-0.1%	0.0%	-0.5%
CC(C)CCN(C(=O)c1csnn1)C(C(=O)NC1CCCC1)c1ccc(F)cc1 (centres undefined)	-5%	13%	-2%	2.5%	2%	-18%	0.5%	0.6%	1.1%
O=C(O)c1ccccc1C(=O)Nc1ccc(Br)c2cccnc12	-6%	-48%[20 µM]	25%	-2.2%	2%	-9%	-0.1%	0.0%	-4.2%
CCOc1ccc(CNC(=O)Nc2ccccc2)cc1	14%	-2%	-5%	0.0%	5%	-6%	0.0%	-0.1%	0.7%
C=C(C)Cn1c(SCC(=O)NCc2ccco2)nc2sc3c(c2c1=O)CCC3	-13%	43%	-14%	-1.6%	0%	-19%	-0.2%	0.6%	1.8%
O=C(Cn1c(=O)n(Cc2ccc3c(c2)OCO3)c(=O)c2ccccc21)N1CCCc2ccccc21	-9%	28%	5%	-2.9%	4%	-19%	-0.1%	0.4%	0.1%
CCOc1ccc(C2C=C(c3ccc(C)cc3)Nc3nnnn32)cc1 (centres undefined)	-7%	1%	?	19%	-9%	-19%	-0.1%	-1.2%	0.1%
COC(=O)c1cc2c(s1)-c1ccc(OC)cc1CC2	-11%	-31%	8%	0.0%	5%	-6%	0.6%	-0.5%	-0.7%
O=C(Nc1ccccc1)/C(=C\c1ccc(F)cc1)NC(=O)c1ccco1	1%	-10%	-3%	-4.3%	-6%	-2%	0.2%	-0.3%	0.3%
Cc1ccc(Oc2nnc(-c3cccs3)c3ccccc23)cc1C	3%	·	-7%	0.1%	1%	-18%	0.1%	0.3%	1.9%
Cc1ccc(C(=O)c2sc3c(c2N)c(=O)[nH]c(=O)n3CCc2ccccc2)cc1	-4%	12%	-2%	1.5%	6%	-17%	3.6%	0.3%	3.4%
O=C(CCc1c[nH]c2ccccc12)NC1CC1	-8%	-23%	2%	5.1%	8%	-11%	-0.1%	0.1%	-0.3%
Cc1cc2c(cc1S(=O)(=O)CCC(=O)NC1CCCCC1C)OCC(=O)N2 (centres undefined)	8%	-23%[20 µM]	1%	2.9%	1%	-6%	-0.1%	-0.5%	-0.7%
COc1ccc(NC(=O)c2oc3ccccc3c2NC(=O)C2CC2)c(OC)c1	2%	-15%	-2%	-8.1%	6%	-28%	-0.1%	-0.2%	1.9%
CCCOc1ccc(C2C(C(=O)c3cc4ccccc4o3)=C(O)C(=O)N2c2cc(C)on2)cc1 (centres undefined)	-7%	18%	28%	-2.9%	80%	-7%	-0.1%	-1.0%	16µM*
CN(C)/C=C/C(=O)c1ccc(S(=O)c2ccccc2)cc1 (centres undefined)	-3%	-24%	1%	3.9%	7%	-12%	-0.5%	-0.1%	1.0%
Cc1ccc(-c2nnc(N3CCN(C(=O)c4ccco4)CC3)c3ccccc23)cc1	0%	1%	0%	3.1%	4%	11%	0.5%	0.3%	-1.5%
CC(=O)/C(C#N)=C1\NC(=O)C(Cc2ccccc2C)S1 (centres undefined)	0%	12%	·	-0.6%	-4%	32%	0.2%	?	4.2%
O=Cc1c(NCc2ccccc2)c2ccccc2[nH]c1=O	4%	-22%[20 µM]	-7%	5.2%	-8%	-32%	0.3%	1.0%	1.5%	NS5 inhibitors pilot replicate=-0.3
Cc1c(Cl)cccc1NC(=S)N(Cc1cccnc1)Cc1ccccc1Cl	0%	20%	-5%	6.4%	-4%	-17%	0.5%	-0.7%	-0.8%
CCOC(=O)Nc1ccc2c(c1)nc(CN1CCN(C(C)=O)CC1)n2C	18%	32%	-1%	0.8%	4%	-5%	0.3%	0.1%	-1.8%
CC(C)[C@H](NC(=O)c1ccco1)C(=O)OCc1cc(=O)n2c(n1)sc1ccccc12	-3%	-8%	5%	-5.1%	1%	-24%	0.4%	1.2%	5.1%
Cc1ccc(N2C(=S)NC3c4ccccc4OC2(C)C3C(=O)N(C)C)cc1 (centres undefined)	7%	8%	0%	5.7%	-18%	8%	-0.3%	0.1%	0.4%
Cc1ccc(S(=O)(=O)c2c(C)nn(C(C)(C)C)c2OC(=O)c2ccco2)cc1	-4%	-2%	-6%	1.0%	-3%	56%	0.7%	-0.2%	-2.0%

(further entries)
SMILES	GPR35 antagonists	KOR beta-arrestin-1	NS5 inhibitors	KOR beta-arrestin-2	GPR55 LPI antagonism	NOD1 inhibition	GPR55 beta-arrestin	West Nile antiviral	HIV peptide binding	others
O=[N+]([O-])c1ccc(-c2nc(Nc3cccc(O)c3)c3ccccc3n2)cc1	-14%	-43%	-9%	-5.2%	-5%	4%	0.0%	-0.6%	-2.4%
CCOC(=O)c1c(C)n(C)c2ccc(OC(=O)c3ccoc3)cc12	8%	16%	3%	-0.3%	6%	12%	-0.1%	0.3%	-1.1%
COc1ccc(NC(=S)NC(=O)/C=C/c2cccs2)cc1	12%	19%	3%	-2.8%	16%	-26%	-0.4%	-0.3%	0.8%
CC1(C)Nc2ccccc2C(=O)N1NS(=O)(=O)c1ccccc1	2%	-2%	-3%	-4.4%	7%	-14%	0.6%	0.5%	-2.2%
CCOC(=O)Cn1nnc(-c2ccc(S(C)(=O)=O)cc2)n1	21%	6%	-1%	-0.8%	4%	-11%	-0.2%	-0.1%	0.4%
CCn1nnnc1SCC(=O)N1CCCc2ccccc21	-8%	5%	-17%	-0.4%	15%	2%	-0.3%	0.0%	-2.3%
O=C(OCCOc1ccc(Br)cc1)c1ccc(Cl)nc1	13%	-11%	-2%	-0.2%	-3%	-23%	0.2%	-0.3%	-2.3%
CC1(C)CC(=O)C2=C(C1)OC(N)=C(C#N)C2c1ccsc1 (centres undefined)	17%	-12%	-4%	-1.4%	-8%	-9%	0.1%	0.3%	3.4%
CN1CCN(c2cc3c(c4c2[nH]c2ccccc24)C(=O)CC(C)(C)C3)CC1	15%	-6%	-2%	5.7%	59%	-5%	0.3%	0.2%	-1.4%
